Assay outcomes from PubChem.
TRPC4 PAM – allosteric potentiators of mouse TRPC4 channel | HEK293 TRPC4beta/mu-opioid, DAMGO EC20, Fluo-4 Ca2+ flux; hits give high values | B-score at 10 µM | hit rate 0.42% among 310,000;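 active = B-score of calcium response area above 5 SD of library B-scores, with initial fluorescence ratio within 5 SD of library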;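 also: B-score of integrated fluorescence ratio over time as area under calcium response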
ANO1 block – inhibitors of mouse TMEM16A calcium-activated chloride channel. Q8BHY3. HEK293 TMEM16A/YFP iodide influx fluorescence, ionomycin. normalized B-score (activity score, 25-100; higher = stronger inhibition) at 10 µM. hit rate 1.2% among 310,000. AID 588511;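 active = ratio plate-corrected score three or more library SD toward inhibition, starting fluorescence score within five deviations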;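 also: score derived from kinetic fluorescence span divided by baseline fluorescence per well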
TRPC6 inh – inhibitors of mouse TRPC6 channel; hit rate 1.1% among 310,000; B-score at 10 µM; HEK293-TRPC6, membrane potential dye, ACh-evoked depolarization; hits give low values;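 active = B-score under library mean minus 3 SD, initial fluorescence not abnormally high, positive integrated signal ratio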;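 also: B-score derived from integrated fluorescence ratio over the kinetic read; more negative B-score means stronger inhibition of depolarization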
TRPC6 act – activates the mouse TRPC6 cation channel; Q61143; HEK293-TRPC6 membrane potential dye fluorescence; hits give high values; B-score at 10 µM; hit rate 0.13% among 310,000; AID 2550;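 active = B-score of the integrated fluorescence ratio above library mean plus 3 SD, and starting fluorescence ratio within library mean plus 5 SD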;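 also: higher score means more depolarization so channel activation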
RGS4 block – human RGS4 inhibition; P49798; HEK293 M3R/RGS4 inducible, Fluo-4 calcium flux; hits give high values; triggered by carbachol at its EC20; B-score at 10 µM; hit rate 0.45% among 310,000; AID 463165;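 active = B-score, a plate-corrected calcium signal, over three deviations above library mean, with baseline fluorescence within five deviations of library mean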;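 also: RGS4 expression induced by doxycycline in cells with stable M3 receptor; B-score is computed from the integrated fluorescence ratio over baseline after carbachol; higher B-score means a larger calcium signal and so more RGS4 inhibition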
Target sequence (P49798 whole entry, looked up): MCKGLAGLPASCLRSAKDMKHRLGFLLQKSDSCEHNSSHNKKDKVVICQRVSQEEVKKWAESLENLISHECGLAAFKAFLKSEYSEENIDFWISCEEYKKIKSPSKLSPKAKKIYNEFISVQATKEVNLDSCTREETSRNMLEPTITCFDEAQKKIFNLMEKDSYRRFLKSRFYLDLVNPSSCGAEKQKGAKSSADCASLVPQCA
MrgX1 agonist – human MrgX1 receptor agonism, primary screen; AID 588627; B-score at 10 µM; hit rate 0.44% among 310,000; MrgX1-HEK293 cells, Fluo-4 calcium fluorescence, agonist mode; hits give high values;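 active = calcium response B-score plate-corrected fluorescence ratio at least 3 library SD, with starting fluorescence B-score inside 5 SD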
Target sequence (Q96LB2 whole entry, looked up): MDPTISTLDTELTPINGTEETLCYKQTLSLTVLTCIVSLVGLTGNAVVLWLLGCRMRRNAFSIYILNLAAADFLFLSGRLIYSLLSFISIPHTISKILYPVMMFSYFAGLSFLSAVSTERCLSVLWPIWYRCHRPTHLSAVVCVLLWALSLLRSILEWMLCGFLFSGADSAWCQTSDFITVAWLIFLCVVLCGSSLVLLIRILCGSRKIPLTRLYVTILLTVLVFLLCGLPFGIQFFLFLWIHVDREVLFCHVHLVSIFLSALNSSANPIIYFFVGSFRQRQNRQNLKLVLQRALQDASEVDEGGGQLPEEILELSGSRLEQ
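Material: MrgX1-expressing HEK293 cells / Dosing: compound as first of three additions / Incubation: overnight seeding, then 1 h dark dye loading / Signal: Fluo-4 NW calcium fluorescence / Evaluation: B-scored fluorescence response ratio / Benchmarks: positive and negative control wells on each plate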
MrgX1 PAM – human MrgX1 positive allosteric modulation, primary screen | MrgX1-HEK293, Fluo-4 calcium flux, FDSS; hits give high values | B-score at 10 µM | hit rate 0.63% among 310,000 | AID 588675;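 active = plate-corrected calcium response at least 3 library SD above typical, normal starting fluorescence, not activating the receptor alone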;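 also: compound read alongside a low EC10 to EC30 dose of BAM8-22 agonist; peak minus trough fluorescence over baseline measured at the second addition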
TRPC4 agonist – TRPC4 (mouse) channel activation. HEK293 TRPC4beta/mu-opioid, Fluo4 calcium fluorescence; hits give high values. Q9QUQ5. B-score at 10 µM. hit rate 0.49% among 310,000;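 active = B-score above 5 SD of library B-scores, and initial fluorescence ratio not above library mean plus 5 SD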;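 also: positive B-score marks a calcium rise read as TRPC4 activation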
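Incubation: 45 min room-temperature Fluo4 loading, 110 s read / System: HEK293 cells stably co-expressing mouse TRPC4beta and mu-opioid receptor / Signal: Fluo4 fluorescence, kinetic / Control set: buffer (low) and maximal DAMGO (high) / Measure: integrated baseline-normalised fluorescence ratio, converted to per-well B score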
TMEM16A act – activators or potentiators of mouse TMEM16A chloride channel. HEK293 TMEM16A/YFP-H148Q/I152L, iodide quench fluorescence; hits give low values. B-score at 10 µM. hit rate 0.3% among 340,000. AID 623877;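 active = fluorescence-ratio B-score plate-corrected deviation score at least 3 library SD below zero, with starting fluorescence score within 5 deviations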;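 also: channel opened by trigger with iodide after compound preincubation; score built on the fluorescence ratio of max minus min over baseline; more negative score means more quench and so TMEM16A activation or potentiation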
MrgX1 antagonist – blocks BAM8-22 activation of human MrgX1 receptor; Q96LB2; MRGX1-HEK293 calcium flux, Fluo-4, BAM8-22 antagonism; hits give low values; B-score at 10 µM; hit rate 1.3% among 310,000; AID 588676;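 active = calcium-response B-score plate-corrected more than 3 library SD below zero, starting fluorescence within 5 deviations, no agonist response on first addition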;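 also: peak minus trough fluorescence over baseline after final BAM8-22 challenge near maximal dose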
TRPC4 inh – inhibitors of mouse TRPC4 channel | Q9QUQ5 | HEK293 TRPC4beta/mu-opioid, DAMGO-evoked Fluo4 calcium flux; hits give low values | B-score at 10 µM | hit rate 0.39% among 300,000;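 active = B-score over 3 SD under the library average, no early fluorescence shift, positive overall ratio signal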
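Material: HEK293 cells with stable TRPC4beta plus mu-opioid receptor expression; probe or stimulus: DAMGO in two steps, submaximal then maximal; technique: Fluo4 calcium fluorescence by kinetic imaging, 5 s 1 Hz baseline; measure: integrated fluorescence ratio relative to baseline, converted to per-well B score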
An asterisk follows results filed as active; i = inactive; x = not tested or not shown. Random draw from the library, and some 5.8% of all compounds hit somewhere here.

SMILES	TRPC4 PAM	ANO1 block	TRPC6 inh	TRPC6 act	RGS4 block	MrgX1 agonist	MrgX1 PAM	TRPC4 agonist	TMEM16A act	MrgX1 antagonist	TRPC4 inh
O=C1CN(C(=O)CNC(=O)c2cccc(Cl)c2)c2ccccc2N1	i	i	i	i	i	i	i	i	i	i	i
COC(=O)CCSCC(=O)Nc1ccc(C)c(S(=O)(=O)N2CCCCC2)c1	i	i	i	i	i	i	i	i	i	i	i
Cc1ccccc1C1NS(=O)(=O)N=C1N (stereo not given)	i	i	i	i	i	i	i	i	i	i	i
CCOC(=O)CSc1nnc([C@H](Cc2ccccc2)NC(=O)OC(C)(C)C)o1	i	i	i	i	i	i	i	i	i	i	i
Cc1ccc(N(CC(=O)NCC2CCCO2)S(=O)(=O)c2ccc(Cl)cc2)cc1C (stereo not given)	i	i	i	i	i	i	i	i	i	i	i
OCCNCCCCSc1ccc(Cl)cc1	i	i	i	i	i	i	i	i	i	i	i
COc1ccccc1N1CCN(/N=C/c2cc(OC)c(OC(C)=O)c(OC)c2)CC1	i	i	i	i	i	i	i	i	i	i	i
CC(C(=O)NC1CCCC1)N(Cc1ccc2c(c1)OCO2)C(=O)c1snc(C(N)=O)c1N (stereo not given)	i	i	i	i	i	i	i	i	i	i	i
Cc1cc(NC(=O)C2CC2)n(-c2nc3ccccc3s2)n1	i	i	i	i	i	i	i	i	i	i	i
O=C(O)C1CC=CCC1C(=O)c1ccccc1 (stereo not given)	i	i	i	i	i	i	i	i	i	i	i
CN(C)S(=O)(=O)c1cccc(NC(=S)N/N=C/c2cccc(O)c2)c1	i	i	i	i	i	i	i	i	i	i	i
O=C(O)c1sccc1NC(=O)c1c(Cl)cccc1Cl	i	i	i	i	i	i	i	i	i	i	i
O=C(O)Cn1cc2c(n1)CCCCC2	i	i	i	i	i	i	i	i	i	i	i
CCN(CC)S(=O)(=O)c1ccc2oc(C(=O)NCc3ccc(F)cc3)c(C)c2c1	x	i	x	x	x	i	i	x	i	i	x
COc1ccc(OC)c(/C=N/NC2=NS(=O)(=O)c3ccccc32)c1	i	i	i	i	i	i	i	i	i	i	i
Cc1ccc(C(=O)NC(=S)Nc2c(C)ccc3nsnc23)cc1	i	i	i	i	i	i	i	i	i	i	-5*
Cc1nc(S/C(=C/c2ccc(-c3cccc(Cl)c3)o2)C(=O)O)n[nH]1	i	i	i	i	i	i	i	i	i	i	i
COc1ccccc1C(=O)N/C(=C\c1cn(C)c2ccccc12)C(=O)NCCCn1ccnc1	i	i	i	i	i	i	i	i	i	i	i
CCOc1ccccc1NC(=O)NC1CCCCCCC1	i	i	i	i	i	i	i	i	i	i	i
CSCCC(NS(=O)(=O)c1ccc2c(c1)OCCO2)C(=O)NCCc1ccccn1 (stereo not given)	i	i	i	i	i	i	i	i	i	i	i
COc1ccccc1CC(=O)Nc1cccc2ccccc12	i	i	i	i	i	i	i	i	i	i	i
Cc1cc(=O)[nH]c2ccc(S(=O)(=O)N3CCOCC3)cc12	i	i	i	i	i	i	i	i	i	i	i
CCOc1ccc(OCC)c(-c2c(=O)n(OCc3ccc(Cl)cc3)c3ccccc3[n+]2[O-])c1	i	i	i	i	i	i	i	i	i	i	i
CN(c1ccccc1)S(=O)(=O)c1cccc(C(=O)NCCc2c[nH]c3ccccc23)c1	i	i	i	i	i	i	i	i	i	i	i
O=C(Nc1cc(F)ccc1F)C1CCCN(c2ncnc3c2nc2n3CCCCC2)C1 (stereo not given)	i	i	i	i	i	i	i	i	i	i	i

(cont.)
SMILES	TRPC4 PAM	ANO1 block	TRPC6 inh	TRPC6 act	RGS4 block	MrgX1 agonist	MrgX1 PAM	TRPC4 agonist	TMEM16A act	MrgX1 antagonist	TRPC4 inh
O=c1c(Cl)c(NCc2ccccc2)cnn1C12CC3CC(CC(C3)C1)C2	i	i	i	i	i	i	i	i	i	i	i
O=C(O)c1c(N2CCCCC2)ccc([N+](=O)[O-])c1N1CCCCC1	i	i	i	i	i	i	i	i	i	i	i
CN1CCC/C1=C1/C(=O)N(c2ccccc2)N=C1NC(=O)Nc1cccc(Cl)c1	i	i	i	i	i	i	i	i	i	i	i
CC1=C(C)[N+](=O)C2(O)CCCCC2(C)N1[O-] (stereo not given)	i	i	i	i	i	i	i	i	i	i	i
COc1ccc2c(c1)CCc1c-2nc2ccccc2c1N1CCOCC1	i	i	i	i	i	i	i	i	i	i	i
COCc1cc(C)n(CC(=O)Nc2ccc(Cl)cc2Cl)c(=O)c1C#N	i	i	i	i	i	i	i	i	i	i	i
COc1ccc(C(=O)CC(=O)C(=O)Nc2ccccc2OC)cc1	i	i	i	i	i	i	i	i	i	i	i
O=C(Cc1c(F)cccc1Cl)Nc1ccccc1C(=O)N1CCOCC1	i	i	i	i	i	i	i	i	i	i	i
FC(F)Oc1ccccc1/C=N/n1cnc2ccccc21	i	i	i	i	i	i	i	i	i	i	i
O=C(NCc1nnc(SCc2ccccc2)n1-c1ccccc1)C12CC3CC(CC(C3)C1)C2	i	i	i	i	i	i	i	i	i	i	i
COc1ccc(C2C(C#N)=C(N)OC3=C2C(=O)CCC3)cc1Cn1cc([N+](=O)[O-])cn1 (stereo not given)	i	i	i	i	i	i	i	i	i	i	i
O=C(O)c1ccc(NC(=S)NC(=O)c2ccc3ccccc3c2)cc1	i	i	i	i	i	i	i	i	i	i	i
O=C(NCCc1ccccn1)c1cccc(S(=O)(=O)N2CCc3ccccc32)c1	i	i	i	i	i	i	i	i	i	i	i
Cc1cc(C)c(NC(=O)CNC(=O)c2ccccc2OCc2c(C)noc2C)c(C)c1	i	i	i	i	i	i	i	i	i	i	i
C=CC[C@]12CC=CC(=O)[C@@]1(O)O[C@H](c1ccc(OC)c(OC)c1)[C@H]2C	i	i	i	i	i	i	i	i	i	i	i
Cc1ccc(NC(=O)Cc2nnc(SCC(=O)Nc3nncs3)n2C)c(C)c1	i	i	i	i	i	i	i	i	i	i	i
CCOc1ccccc1/C=c1\sc2ncnn2c1=O	i	i	i	i	i	i	i	i	i	i	i
O=C(CCc1nnc(Cc2c[nH]c3ccccc23)o1)NCC1CC12CCCCC2 (stereo not given)	i	i	i	i	i	i	i	i	i	i	i
Cc1nn(-c2ccc(C(=O)O)cc2)c(=O)c2ccccc12	i	i	i	i	i	i	i	i	i	i	i
CN(Cc1ccccc1)C(=O)CCS(=O)(=O)c1ccc2c(c1)n(C)c(=O)c(=O)n2C	i	i	i	i	i	i	i	i	i	i	i
Cc1cc(/C=N/NC(N)=S)c(C)n1-c1ccc(Cl)c(Cl)c1	i	i	i	i	i	i	i	i	i	i	i
COc1ccccc1C(=O)NC(C)c1ccccc1 (stereo not given)	i	i	i	i	i	i	i	i	i	i	i
O=C1C2C3c4ccccc4C(c4ccccc43)C2C(=O)N1/N=C/c1cccc(O)c1 (stereo not given)	i	i	i	i	i	i	i	i	i	i	i
COc1ccc(CNC(=O)CN(c2cc(C)cc(C)c2)S(=O)(=O)c2c(C)noc2C)cc1	i	i	i	i	i	i	i	i	i	i	i
Cc1ccccc1CCN1CCCC(CN(C)C(=O)C(=O)c2ccco2)C1 (stereo not given)	i	i	i	i	i	i	i	i	i	i	i

Carrying on.
SMILES	TRPC4 PAM	ANO1 block	TRPC6 inh	TRPC6 act	RGS4 block	MrgX1 agonist	MrgX1 PAM	TRPC4 agonist	TMEM16A act	MrgX1 antagonist	TRPC4 inh
COc1ccc2c(Cl)c(C(=O)N/N=C3\CCCC(=O)C3)sc2c1	i	i	i	i	i	i	i	i	i	-7.4*	i
COC(=O)C1=C(C)N(Cc2ccc3c(c2)OCO3)C(=O)C1	i	i	i	i	i	i	i	i	i	i	i
CCC(=O)Nc1ccc(C2=Nn3c(nnc3C(C)C)SC2)cc1	i	i	i	i	i	i	i	i	i	i	i
Cc1ccoc1C(=O)N1CCCCC1C(=O)O (stereo not given)	i	i	i	i	i	i	i	i	i	i	i
CCOC(=O)N1CCN(C(=O)c2cn(C)c3ccc(S(=O)(=O)N4CCC(C)CC4)cc3c2=O)CC1	i	i	i	i	i	i	i	i	i	i	i
Cc1ccc2cccc(NC3OC(=O)c4ccccc43)c2n1 (stereo not given)	i	i	i	i	i	i	i	i	i	i	i
C/C(=N\NC(=O)c1ccccc1)c1ccccc1Br	i	i	i	i	i	i	i	i	i	i	i
CC(=O)c1ccc(N2CCN(CC(O)COC(c3ccccc3)c3ccccc3C)CC2)cc1 (stereo not given)	12*	i	i	i	i	i	i	i	i	i	i
Cc1cccc(NC(=O)c2ccc(CN3CCN(Cc4ccccc4)CC3)cc2)c1	i	25*	i	i	i	i	i	i	i	-7.9*	i
Cc1ccc(CNC(=O)c2ccc(N3CCC4(CC3)CC(c3ccccc3)=NO4)c(N)c2)cc1	i	i	i	i	i	i	i	i	i	i	i
COC(=O)CCCC1=CC2=C(c3ccccc3)C(=O)C(C)(OC(=O)C3CCCC3)C(=O)C2=CN1C1CCCC1 (stereo not given)	i	i	i	i	i	i	i	i	i	i	i
COc1cccc(C(=O)NCCNC(=O)c2ccccn2)c1	i	i	i	i	i	i	i	i	i	i	i
NC(=O)C1CCN(C(=O)CN(C2CCCCC2)S(=O)(=O)c2ccc(F)cc2)CC1	i	i	i	i	i	i	i	i	i	i	i
CCCc1cc(C(=O)N2CCCC(CO)(CCCc3ccccc3)C2)n(C)n1 (stereo not given)	i	i	i	i	i	i	i	i	i	i	i
Cc1ccc(-c2noc(CC(c3ccccc3)c3ccccc3)n2)cc1	i	i	i	i	i	i	i	i	i	i	i
CCOc1cc(N2CCOCC2)c(OCC)cc1NC(=O)c1ccccc1	i	i	i	i	i	i	i	i	i	i	i
Cc1ccc(C23CC4CC(CC(C(=O)NC(C)C(N)=O)(C4)C2)C3)cc1 (stereo not given)	i	i	i	i	i	i	i	i	i	i	i
Cn1c(=O)c2c(nc3n2CC(O)CN3c2ccc(O)cc2)n(C)c1=O (stereo not given)	i	i	i	i	i	i	i	i	i	i	i
